Screening data from PubChem BioAssay.
FUS suppressor: qHTS for Suppressors of FUS Proteinopathy: Primary screen using FUS-linked yeast assay; S. cerevisiae FUS-expressing, growth rescue, OD600, 24 h; Potency, µM (highest dose often 76.6 µM), for inactives: at the highest dose growth rescue (activation), most hits filed as activators; actives 0.24% (n = 390,000);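 also: potency is read from the fitted curve at half-maximal effect; plate controls were DMSO vehicle for no effect and reference control for full effect; nearly all actives have a fitted effect of over 55% in size; some results filed as inactive show a strong effect at the top dose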
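Compound concentration series was pinned onto galactose-induced FUS-expressing yeast seeded at OD 0.005. Plates sat 24hr at 30C; absorbance at 600 nm gave growth. DMSO served as background control.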
PTHR1 agonist: qHTS for PTHR1 Agonists: Primary Screen | Parathyroid hormone/parathyroid hormone-related peptide receptor (Homo sapiens), Q03431 | HEK293 GP2 PTHR1 cells, GloSensor cAMP luminescence, 1 h | Potency, µM (titrated, usually from 115 µM), without a hit: top-dose activation, actives largely listed as activators | actives 0.075% (n = 410,000) | AID 743266, 2014; also: potency is read from the fitted curve at half-maximal effect; nearly all actives have a fitted effect of over 55% in size; some results filed as inactive show a strong effect at the top dose; inactives centre near -15; many of its hits are not listed in these tables
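HEK-293-derived GP2 cells expressing PTHR1 and a GloSensor cAMP reporter, 3,000/well, plated overnight, given luciferin plus IBMX (each 0.5 mM as added) for 1 h at 37 °C, then compound for 1 h at 37 °C. Luminescence was read after 15 min at room temperature.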
GLP-1R agonist: qHTS of GLP-1 Receptor Agonists; actives 0.007% (n = 380,000); HEK293 GLP-1R CRE-luciferase, luminescence, 4-6 h; cells express a hypersensitive GLP-1R form; Glucagon-like peptide 1 receptor (Homo sapiens), P43220; Potency, µM (highest dose often 45.6 µM), without a hit: top-dose activation, actives largely listed as activators; also: potency is read from the fitted curve at half-maximal effect; % of control where 0% means no effect
Target sequence (P43220 whole entry, looked up): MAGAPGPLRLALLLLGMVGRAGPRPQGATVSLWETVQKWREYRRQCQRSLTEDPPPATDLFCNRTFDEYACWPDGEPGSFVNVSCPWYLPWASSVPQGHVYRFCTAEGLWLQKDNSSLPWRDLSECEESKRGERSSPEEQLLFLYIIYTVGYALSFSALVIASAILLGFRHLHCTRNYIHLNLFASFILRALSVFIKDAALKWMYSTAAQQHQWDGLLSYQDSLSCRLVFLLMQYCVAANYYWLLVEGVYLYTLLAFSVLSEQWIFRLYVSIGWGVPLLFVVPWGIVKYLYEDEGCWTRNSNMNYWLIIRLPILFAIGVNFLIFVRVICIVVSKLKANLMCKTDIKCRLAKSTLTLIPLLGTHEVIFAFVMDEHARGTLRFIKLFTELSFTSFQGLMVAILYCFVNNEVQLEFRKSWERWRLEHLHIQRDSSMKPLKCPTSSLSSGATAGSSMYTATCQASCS
Abeta yeast res: qHTS for compounds that reverse cellular toxicity of Amyloid beta (A-beta) peptide in yeast: Primary Screen | yeast expressing A-beta42, growth rescue, OD600, 48 h; response scale: 0% DMSO, 100% iron-clioquinol control | Potency, µM (top dose mostly 46.1 µM), inactives show at the top dose growth rescue, actives largely listed as activators | actives 0.063% (n = 410,000); also: potency is read from the fitted curve at half-maximal effect; nearly all actives have a fitted effect of over 55% in size
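Yeast A-beta toxicity model in growth medium with pinned compounds, 48 h at 30 C; growth read as absorbance at 600 nm. Normalized to FeCl3/clioquinol equimolar mix (positive) and DMSO (negative).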
D3 antag: qHTS of D3 Dopamine Receptor Antagonist: qHTS. max response, negative = inhibition, %. AID 652054, 2013. D3R cells, DiscoveRx beta-arrestin luminescence, antagonist mode; hits give low values. actives 2.5% (n = 360,000). D(3) dopamine receptor (Homo sapiens), P35462; in the data active = max response below about -50%; inconclusive = no clear call, values can overlap the other calls; also: % is scaled to controls: 0 for no effect and ±100 for the full control effect; mostly tested at two doses, the higher about 12 µM
Target sequence (P35462 whole entry, looked up): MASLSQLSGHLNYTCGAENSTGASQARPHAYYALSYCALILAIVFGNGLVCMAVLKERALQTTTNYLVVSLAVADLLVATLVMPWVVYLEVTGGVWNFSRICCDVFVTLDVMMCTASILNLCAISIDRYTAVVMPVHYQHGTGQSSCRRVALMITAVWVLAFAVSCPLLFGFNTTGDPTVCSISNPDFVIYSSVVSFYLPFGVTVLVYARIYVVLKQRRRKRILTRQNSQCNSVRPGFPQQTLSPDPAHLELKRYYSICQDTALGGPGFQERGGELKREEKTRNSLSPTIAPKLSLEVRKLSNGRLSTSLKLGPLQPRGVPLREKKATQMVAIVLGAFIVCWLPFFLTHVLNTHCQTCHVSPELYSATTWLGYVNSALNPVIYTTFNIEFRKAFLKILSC
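Cells plated overnight at 1500 cells/well, then exposed to library compounds with dopamine controls for 90 minutes at 37 degrees C. DiscoveRx reagent added for 30–60 minutes at room temperature; luminescence read, quantitative HTS format.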
GLP-1R inv ag: qHTS of GLP-1 Receptor Inverse Agonists (Inhibition Mode) | Glucagon-like peptide 1 receptor (Homo sapiens), P43220 | HEK293 GLP-1R CRE-luciferase, luminescence, 24 h; GLP-1R form is constitutively active | Potency, µM (highest dose often 38.3 µM), for the others: top-dose activity change, negative = inhibition, hits mostly inhibitors | actives 1.6% (n = 410,000) | AID 624417, 2012; also: potency is read from the fitted curve at half-maximal effect; % is scaled to controls: 0 for no effect and ±100 for the full control effect; nearly all actives have a fitted effect of over 55% in size
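HEK293 cells stably co-expressing constitutively active GLP-1R and a cAMP-responsive luciferase reporter were seeded in DMEM with 10% Nu serum, given compounds after 12 h, and incubated 24 h at 37 deg C. Luminescence was then read.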
aSyn rescue: qHTS of alpha-syn Inhibitors. Yeast expressing alpha-synuclein, growth rescue, BacTiter-Glo, 24 h. Potency, µM (top dose mostly 46.1 µM), inactives show at the highest dose growth rescue (activation), actives largely listed as activators. actives 0.14% (n = 370,000); also: potency is read from the fitted curve at half-maximal effect; % of control where 0% means no effect; nearly all actives have a fitted effect of over 65% in size
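Screening used galactose-induced yeast with toxic alpha-synuclein levels, exposed to compound for 24 hr at 30 deg C. Cell growth, read with BacTiter-Glo luminescence, gave the measured signal.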
TDP43 rescue: qHTS of TDP-43 Inhibitors; TDP-43 expressing yeast growth rescue, BacTiter-Glo, 24 h; actives 1.8% (n = 410,000); Potency, µM (top dose mostly 46.1 µM), inactives show top-dose growth rescue (activation), usual class: activators; also: potency is read from the fitted curve at half-maximal effect; % of control where 0% means no effect; nearly all actives have a fitted effect of over 50% in size
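Yeast cells expressing TDP-43 under galactose induction are exposed to compounds for 24 hr at 30 deg C. BacTiter-Glo luminescence measures growth, so protective compounds score as activators.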
pAkt inh: HTS Assay for Inhibitors of Akt Phophorylation: Primary Screen; Neuro2A IGF-stimulated pAkt S473 HTRF, 20 min; hits give low values; activity change, % for hits at 50 µM; actives 0.32% (n = 360,000); in the data active = activity change below about -80%; inconclusive = mostly about -51% to -80%; also: % is scaled to controls: 0 for no effect and ±100 for the full control effect
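Neuro2A cells (4,500/well, DMEM with 0.5% FBS) were treated with compound at a single 50 µM final concentration, stimulated with 6 nM IGF for 20 min at 37 °C, and lysed. Phospho-Akt Ser473 was read by HTRF as 665/615 ratio ×10^4.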
Numbers without * were called inactive; [ ] = dose if it differs, or a comment. Unless noted, calls follow the shape of the dose curve; as a rule, active = well fitted curve in the direction sought with a large enough effect; inconclusive = small, poorly fitted or top-dose-only effect, or another doubt; inactive = no such curve, though single readings can be large; an effect the other way counts as inactive or inconclusive.

How did CC12CN(C(=O)c3cccc([N+](=O)[O-])c3)C3(C#N)CC1CCC23C (configuration not stated) do in these assays?
FUS suppressor: -4.6%; PTHR1 agonist: inactive; GLP-1R agonist: 10.0%; Abeta yeast res: 11.8%; D3 antag: 28.2; GLP-1R inv ag: 33.4%[activator]; aSyn rescue: 10.5%; TDP43 rescue: -2.4%; pAkt inh: inactive

How did Cc1c(C(=O)N2CCc3ccccc32)cnn1C do in these assays?
FUS suppressor: 17.5%; PTHR1 agonist: inactive; GLP-1R agonist: 3.2%; Abeta yeast res: -4.6%; D3 antag: 4.3; GLP-1R inv ag: 10.2%; aSyn rescue: 1.9%; TDP43 rescue: -4.4%; pAkt inh: inactive

What do the screens show for `CC1(C)CC2CC(C)(CN2C(=O)COC(=O)c2cccnc2Cl)C1` (configuration not stated)?
FUS suppressor: 5.4%; PTHR1 agonist: -6.3%; GLP-1R agonist: -1.1%; Abeta yeast res: -12.1%; D3 antag: -28.2; GLP-1R inv ag: inconclusive; aSyn rescue: -3.7%[1.84 µM]; TDP43 rescue: -15.4%; pAkt inh: inactive

Results for N#Cc1c(/N=C/c2cccnc2)sc2c1CCCC2 ?
FUS suppressor: 13.4%; PTHR1 agonist: inactive; GLP-1R agonist: 9.2%; Abeta yeast res: -1.7%; D3 antag: 6.3; GLP-1R inv ag: 35.4%[activator]; aSyn rescue: -1.0%; TDP43 rescue: -14.5%; pAkt inh: inactive

How did Cc1ccc(NNC(=O)Nc2ccc(Cl)cc2)nn1 do in these assays?
FUS suppressor: 17.6%; PTHR1 agonist: -2.2%; GLP-1R agonist: 0.7%; Abeta yeast res: 3.4%; D3 antag: -11.9; GLP-1R inv ag: 10.2%; aSyn rescue: 6.9%; TDP43 rescue: -12.8%; pAkt inh: inactive

How did COC(=O)c1ccc(NS(=O)(=O)c2ccc(-n3cccn3)cc2)cc1 do in these assays?
FUS suppressor: -3.3%; PTHR1 agonist: -5.1%; GLP-1R agonist: -0.9%; Abeta yeast res: -15.2%; GLP-1R inv ag: 3.1%; TDP43 rescue: 29.7%

Results for CC(NC(=O)C(=O)NN=C1CCCCCC1)c1ccccc1 (configuration not stated) ?
FUS suppressor: 6.1%; PTHR1 agonist: -6.0%[57.5 µM]; GLP-1R agonist: -9.7%; Abeta yeast res: 1.0%; D3 antag: 0.0; GLP-1R inv ag: 14.8%; aSyn rescue: -0.9%; TDP43 rescue: -4.9%; pAkt inh: inactive

What do the screens show for `CCOc1ccc(OCC)c(S(=O)(=O)NCc2ccccn2)c1`?
FUS suppressor: -2.5%; PTHR1 agonist: inactive; GLP-1R agonist: -3.7%; Abeta yeast res: 13.5%; D3 antag: 13.5; GLP-1R inv ag: 4.7%; aSyn rescue: -1.0%; TDP43 rescue: -7.6%; pAkt inh: inactive

What do the screens show for `CCCCC12CN3CC(C)(CN(C1)C3c1ccc(O)c(OC)c1)C2=O` (configuration not stated)?
FUS suppressor: 1.1%; PTHR1 agonist: inactive; Abeta yeast res: -7.1%; GLP-1R inv ag: 0.0%; TDP43 rescue: 9.1%

Results for CCc1cc2c(SCc3ccc(C(=O)OC)o3)ncnc2s1 ?
FUS suppressor: 31.4%; PTHR1 agonist: -14.4%; GLP-1R agonist: 28.6%; Abeta yeast res: -15.4%; D3 antag: 1.9; GLP-1R inv ag: -14.0%; aSyn rescue: -3.4%; TDP43 rescue: 3.6%; pAkt inh: inactive

Results for Cn1c(N)c(C(=O)COC(=O)/C=C/c2ccccc2F)c(=O)n(C)c1=O ?
FUS suppressor: 6.0%; PTHR1 agonist: -36.1%[inhibitor]; GLP-1R agonist: -1.8%; Abeta yeast res: -16.3%; D3 antag: 18.0; GLP-1R inv ag: 22.6%; aSyn rescue: -0.2%; TDP43 rescue: 11.0%; pAkt inh: inactive

What do the screens show for `COCc1cc(C)nc(OCC(=O)N/N=C/c2ccc(OC)c(O)c2)c1C#N`?
FUS suppressor: 1.7%; PTHR1 agonist: -7.8%; GLP-1R agonist: -2.5%; Abeta yeast res: -18.6%; D3 antag: -3.6; GLP-1R inv ag: -2.6%; aSyn rescue: -4.5%; TDP43 rescue: -11.2%; pAkt inh: inactive

What do the screens show for `CCc1ccc(CCC(=O)Nc2ccc(Br)cc2)o1`?
FUS suppressor: -21.4%; PTHR1 agonist: -49.1%[inhibitor]; GLP-1R agonist: -1.9%; Abeta yeast res: -4.2%; D3 antag: -6.0; GLP-1R inv ag: inconclusive; aSyn rescue: -25.3%; TDP43 rescue: 22.4µM*; pAkt inh: inactive

Results for Cc1ccc(C(=O)NC2CCN(S(=O)(=O)c3ccc(F)cc3)CC2)cc1 ?
FUS suppressor: -9.2%; PTHR1 agonist: inactive; GLP-1R agonist: -1.1%; Abeta yeast res: 2.1%; D3 antag: 27.6; GLP-1R inv ag: 3.0%; aSyn rescue: 0.0%; TDP43 rescue: 13.5%; pAkt inh: inactive

What do the screens show for `O=C(Nc1ccccc1)c1nc[nH]c1C(=O)O`?
FUS suppressor: -16.5%; PTHR1 agonist: -0.8%; Abeta yeast res: -4.7%; GLP-1R inv ag: -5.5%; TDP43 rescue: 0.0%

Among those listed so far, these contain a Cl atom.
What do the screens show for `CC1(C)CC2CC(C)(CN2C(=O)COC(=O)c2cccnc2Cl)C1` (configuration not stated)?
FUS suppressor: 5.4%; PTHR1 agonist: -6.3%; GLP-1R agonist: -1.1%; Abeta yeast res: -12.1%; D3 antag: -28.2; GLP-1R inv ag: inconclusive; aSyn rescue: -3.7%[1.84 µM]; TDP43 rescue: -15.4%; pAkt inh: inactive

How did Cc1ccc(NNC(=O)Nc2ccc(Cl)cc2)nn1 do in these assays?
FUS suppressor: 17.6%; PTHR1 agonist: -2.2%; GLP-1R agonist: 0.7%; Abeta yeast res: 3.4%; D3 antag: -11.9; GLP-1R inv ag: 10.2%; aSyn rescue: 6.9%; TDP43 rescue: -12.8%; pAkt inh: inactive

The listing continues.
What do the screens show for `COCCOc1ccc(C(F)(F)F)cc1NC(=O)COC(=O)c1cc([N+](=O)[O-])ccc1N1CCOCC1`?
PTHR1 agonist: inactive; GLP-1R agonist: 19.6%; Abeta yeast res: 10.0%; D3 antag: -19.6; GLP-1R inv ag: -23.7%; aSyn rescue: 14.8%; TDP43 rescue: inconclusive; pAkt inh: inactive

Results for CCCCOCCCNC(=O)N[C@@H](CCSC)C(=O)OC ?
FUS suppressor: inconclusive; PTHR1 agonist: inactive; GLP-1R agonist: 5.5%; Abeta yeast res: -7.5%; D3 antag: 7.9; GLP-1R inv ag: 0.0%; aSyn rescue: 0.1%; TDP43 rescue: -15.0%; pAkt inh: inactive

How did CC1CC(C)CN(C(=O)CCC(=O)Nc2nnc(C3CCCCC3)s2)C1 (configuration not stated) do in these assays?
FUS suppressor: 10.2%; PTHR1 agonist: inactive; GLP-1R agonist: -2.2%; Abeta yeast res: 0.5%; D3 antag: -5.6; GLP-1R inv ag: -22.1%; aSyn rescue: -0.7%; TDP43 rescue: 16.4%; pAkt inh: inactive

How did Cc1occc1-c1nnc(SCC(=O)c2ccccc2)n1CC1CCCO1 (configuration not stated) do in these assays?
FUS suppressor: 23.0%; PTHR1 agonist: -5.0%[57.5 µM]; GLP-1R agonist: -1.3%; Abeta yeast res: -4.2%; D3 antag: -15.2; GLP-1R inv ag: 6.4%; aSyn rescue: -1.6%; TDP43 rescue: -2.8%; pAkt inh: inactive

How did CCC(C)(C)C1CCC2(CC1)NC(=O)N(CC(=O)Nc1cc(C(F)(F)F)ccc1N1CCOCC1)C2=O (configuration not stated) do in these assays?
PTHR1 agonist: -10.6%; GLP-1R agonist: 2.4%; Abeta yeast res: -7.1%; D3 antag: 3.1; GLP-1R inv ag: -22.9%; aSyn rescue: 0.9%; TDP43 rescue: 5.5%; pAkt inh: inactive

What do the screens show for `CCOC(=O)c1c(C)[nH]c(C)c1S(=O)(=O)N1CCC(C(=O)NCc2cccc(OC)c2)CC1`?
FUS suppressor: 23.3%; PTHR1 agonist: inactive; Abeta yeast res: -2.8%; GLP-1R inv ag: 5.5%; TDP43 rescue: 24.2%

What do the screens show for `CCN(c1ccccc1)S(=O)(=O)c1ccc2c(c1)C(C)(C)C(=O)N2C`?
FUS suppressor: 12.7%; PTHR1 agonist: -30.9%[inhibitor]; GLP-1R agonist: 24.0%; Abeta yeast res: 5.7%; D3 antag: -14.6; GLP-1R inv ag: 8.7%; aSyn rescue: 0.8%; TDP43 rescue: 18.7%; pAkt inh: inactive

How did CCN1CCc2c(sc3c2c(NCc2ccco2)nc2nnnn23)C1 do in these assays?
FUS suppressor: inconclusive; PTHR1 agonist: inactive; GLP-1R agonist: 2.0%; Abeta yeast res: -0.4%; D3 antag: -64.7*; GLP-1R inv ag: 1.4%; aSyn rescue: -5.6%; TDP43 rescue: 3.1%; pAkt inh: inactive

What do the screens show for `Cc1ccc(NC(=O)c2nc[nH]c2C(=O)N2CCN(c3ccccc3)CC2)cc1`?
FUS suppressor: -26.2%; PTHR1 agonist: inactive; GLP-1R agonist: -6.2%; Abeta yeast res: 8.3%; D3 antag: 22.4; GLP-1R inv ag: 9.9%; aSyn rescue: 10.6%; TDP43 rescue: 17.5%; pAkt inh: inactive

Not all compounds are listed; the hit share may differ from the screen's.
